Screening results deposited in PubChem BioAssay by National Center for Advancing Translational Sciences (NCATS).
D1 antag = antagonists of human D1 dopamine receptor; HEK293 TREx D1 cells, calcium flux, dopamine EC80; hits give low values; activity change, negative = inhibition, % at 10 µM; AID 504652; P21728; actives 3.2% (n = 360,000); in the data active = activity change below about -30%; also: % is scaled to controls: 0 for no effect and ±100 for the full control effect
Target sequence (P21728 whole entry, looked up): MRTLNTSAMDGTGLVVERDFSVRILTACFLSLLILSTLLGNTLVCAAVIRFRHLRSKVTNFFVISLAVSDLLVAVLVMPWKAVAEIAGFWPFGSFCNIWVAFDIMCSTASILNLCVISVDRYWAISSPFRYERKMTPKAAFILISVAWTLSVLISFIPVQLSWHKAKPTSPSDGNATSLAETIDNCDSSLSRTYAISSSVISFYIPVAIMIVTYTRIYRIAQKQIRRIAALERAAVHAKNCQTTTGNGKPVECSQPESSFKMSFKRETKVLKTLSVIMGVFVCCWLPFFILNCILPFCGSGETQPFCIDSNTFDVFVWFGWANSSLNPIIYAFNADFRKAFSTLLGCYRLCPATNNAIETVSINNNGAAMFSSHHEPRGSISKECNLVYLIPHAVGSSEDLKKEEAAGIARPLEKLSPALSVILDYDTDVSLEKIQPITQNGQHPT
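Inducible Hek293 Trex D1 cells (tetracycline, overnight, 30 C). Calcium dye 30–90 min RT. Antagonist mode: EC80 dopamine added after 180 s compound read.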
TRHR ag = TRH receptor (human) agonism; TRHR cells, calcium flux fluo-8, FDSS agonist mode; P34981; AID 493084; actives 0.18% (n = 360,000); activation, % at 2 µM; in the data active = activation above about 30%; also: 0% is about no effect
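Read-out: compound-evoked intracellular calcium rise in TRHR cells, fluo-8 dye, kinetic FDSS fluorescence at 1 s/cycle following a 10-cycle baseline. Cells cultured overnight before dye loading (30 min–1.5 h, RT).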
TRHR enhancer = TRH receptor (human) allosteric enhancement; actives 0.66% (n = 360,000); P34981; AID 493056; TRHR cells, fluo-8 calcium fluorescence, EC20 TRH enhancement; enhancement, % at 2 µM; in the data active = enhancement above about 30%; also: 0% is about no effect
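TRHR-expressing cells loaded with fluo-8 calcium dye were read kinetically (ex 480/em 530) during compound addition, then stimulated with an EC20 of TRH (10 nM final). Enhancement of the Gq-mediated intracellular calcium response was scored.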
D2 potentiator = D2 dopamine receptor (human) potentiation; P14416; HEK293 T-REx D2, calcium flux, EC20 dopamine potentiation; potentiation, % at 10 µM; actives 0.34% (n = 340,000); AID 485347;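 active = potentiation over 3 SD above the plate norm, cut at about 30% in these data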; also: 0% is about no effect
Target sequence (P14416 whole entry, looked up): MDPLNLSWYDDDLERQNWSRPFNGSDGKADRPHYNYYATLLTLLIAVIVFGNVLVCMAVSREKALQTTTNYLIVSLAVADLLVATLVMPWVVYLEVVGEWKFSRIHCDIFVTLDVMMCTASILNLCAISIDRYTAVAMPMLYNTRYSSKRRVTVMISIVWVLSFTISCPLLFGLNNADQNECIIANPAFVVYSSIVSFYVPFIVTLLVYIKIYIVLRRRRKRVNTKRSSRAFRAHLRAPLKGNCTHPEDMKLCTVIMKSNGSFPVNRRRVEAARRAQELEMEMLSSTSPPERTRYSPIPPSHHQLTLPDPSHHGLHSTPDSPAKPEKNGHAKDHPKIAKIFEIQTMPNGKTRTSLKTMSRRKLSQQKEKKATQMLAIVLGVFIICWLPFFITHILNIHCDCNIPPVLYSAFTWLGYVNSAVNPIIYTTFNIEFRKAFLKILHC
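Tetracycline-induced HEK293 T-REx cells force-coupled to calcium signalling expressed D2; compounds were pin-added after a 10 s baseline, read kinetically 180 s, then an EC20 dopamine challenge followed with a further 180 s calcium read.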
RXFP1 antagonist = RXFP1 (human) relaxin receptor antagonism; HEK293-RXFP1, relaxin-stimulated cAMP HTRF, 30 min; hits give low values; actives 0.59% (n = 350,000); Q9HBX9; activity change, negative = inhibition, % at 57.5 µM;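 active = activity change of -60% or lower, but not beyond a set lower limit; inconclusive = change between -60% and -40%, or beyond the set limit; inactive = change above -40%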; also: % is scaled to controls: 0 for no effect and ±100 for the full control effect
D1 ag = activates the human D1 dopamine receptor. P21728. HEK293 T-REx D1 cells, calcium flux, agonist mode. activation, % at 2 µM. actives 1% (n = 360,000); in the data active = activation above about 30%; also: 0% is about no effect
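Agonism was scored from calcium flux recorded over 180 s (1 read/s) after pintool compound addition, following a 10-cycle baseline. Cells were inducible force-coupled HEK293 TREx D1, plated overnight at 30 C and loaded with no-wash calcium dye.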
RXFP1 agonist = RXFP1 (human) receptor agonism; Q9HBX9; HEK293T-RXFP1 cAMP TR-FRET, 30 min; response scale: percent of porcine relaxin response, buffer zero; Potency, µM (highest dose often 57.5 µM), inactives show top-dose activation, usual class: activators; actives 0.3% (n = 370,000); AID 2676; also: potency is read from the fitted curve at half-maximal effect; % is scaled to controls: 0 for no effect and ±100 for the full control effect; nearly all actives have a fitted effect of over 60% in size; many of its hits are not listed in these tables
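HEK293T cells stably expressing RXFP1 were pretreated with the PDE4 inhibitor Ro 20174, exposed to compounds for 30 min at 37C, lysed, and cAMP was read by TR-FRET. Data normalized to buffer (basal) and 29 nM porcine relaxin (100%).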
D1 potentiator = potentiators of human D1 dopamine receptor; P21728; HEK293 TREx D1 cells, calcium flux, dopamine EC20 potentiation; potentiation, % at 10 µM; actives 0.036% (n = 360,000); AID 504651; in the data active = potentiation above about 30%; also: 0% is about no effect
Anesthetic bind = binds horse apoferritin like a general anesthetic; actives 0.074% (n = 350,000); Potency, µM (top dose mostly 77.5 µM), without a hit: at the highest dose activity change, negative = displacement, actives largely listed as inhibitors; P02791; AID 485281; apoferritin/1-aminoanthracene competitive binding, fluorescence; also: potency is read from the fitted curve at half-maximal effect; % is scaled to controls: 0 for no effect and ±100 for the full control effect; nearly all actives have a fitted effect of over 20% in size
Target sequence (P02791 2-175 limits assumed): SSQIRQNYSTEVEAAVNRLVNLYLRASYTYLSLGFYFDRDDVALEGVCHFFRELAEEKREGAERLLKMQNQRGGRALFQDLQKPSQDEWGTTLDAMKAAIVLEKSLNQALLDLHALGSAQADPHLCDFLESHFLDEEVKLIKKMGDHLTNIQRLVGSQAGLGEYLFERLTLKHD
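Horse-spleen apoferritin (10 uM) in 50% saturated 1-aminoanthracene in PBS was incubated 10 min at room temperature with compound. Fluorescence (ex 380, em 535 nm) was normalized to free and bound 1-AMA, with concentration-response fitted by a four-parameter Hill equation.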
* hit, by the source's call; ? = inconclusive; / = not tested or not shown; [ ] = remark or other dose. Unless noted, calls follow the shape of the dose curve; as a rule, active = well fitted curve in the direction sought with a large enough effect; inconclusive = small, poorly fitted or top-dose-only effect, or another doubt; inactive = no such curve, though single readings can be large; an effect the other way counts as inactive or inconclusive.

SMILES	D1 antag	TRHR ag	TRHR enhancer	D2 potentiator	RXFP1 antagonist	D1 ag	RXFP1 agonist	D1 potentiator	Anesthetic bind
Cc1c(/C(O)=C2/C(=O)C(=O)N(CCN3CCOCC3)C2c2ccccn2)cnn1-c1ccccc1 (configuration not stated)	-1	0.7	20	2	-15	1	12%	-4	-20%
Cc1cc(Cl)ccc1OCC(=O)N(Cc1ccc(N(C)C)cc1)CC1CCCO1 (configuration not stated)	5	-2.3	-3	15	-9	1	0.8%	-1	132%[activator]
CCCOc1ccccc1C(=O)N(Cc1cccc(Br)c1)C1CCS(=O)(=O)C1 (configuration not stated)	3	-0.1	2	1	-17	1	0.6%	0	-8%
COc1ccc(Cl)cc1NC(=O)C(C)n1nnc2sc3c(c2c1=O)CCCC3 (configuration not stated)	5	0.1	-3	-11	-14	0	-1.1%	4	-5%
CC1CCN(CC(CS(=O)(=O)c2ccc([N+](=O)[O-])cc2)N2CCC(C)CC2)CC1 (configuration not stated)	-16	0.4	-5	-5	13	2	0.0%	3	-5%
N#Cc1ccccc1NC(=O)CN1CCN(Cc2ccccc2)CC1	4	-0.1	5	/	-6	3	0.1%	4	-3%
O=C(Cn1ccc([N+](=O)[O-])n1)Nc1ccccn1	25	-0.4	-3	-1	-1	1	16%	4	-9%
O=C(Cn1cnc2ccccc2c1=O)c1ccc(Br)cc1	13	-0.6	10	13	15	1	0.9%	-1	-12%
CS(=O)(=O)Nc1ccc([N+](=O)[O-])cc1Oc1ccccc1	-16	0.2	4	-4	-17	2	1.5%	-1	-13%
CCOC(=O)/C(C#N)=C\c1ccco1	8	0.4	1	5	-15	4	7.3%	-3	-15%

An excerpt from above in order of length of the SMILES, largest number first.
SMILES	D1 antag	TRHR ag	TRHR enhancer	D2 potentiator	RXFP1 antagonist	D1 ag	RXFP1 agonist	D1 potentiator	Anesthetic bind
CC1CCN(CC(CS(=O)(=O)c2ccc([N+](=O)[O-])cc2)N2CCC(C)CC2)CC1 (configuration not stated)	-16	0.4	-5	-5	13	2	0.0%	3	-5%
Cc1cc(Cl)ccc1OCC(=O)N(Cc1ccc(N(C)C)cc1)CC1CCCO1 (configuration not stated)	5	-2.3	-3	15	-9	1	0.8%	-1	132%[activator]
CCOC(=O)/C(C#N)=C\c1ccco1	8	0.4	1	5	-15	4	7.3%	-3	-15%

Carrying on.
SMILES	D1 antag	TRHR ag	TRHR enhancer	D2 potentiator	RXFP1 antagonist	D1 ag	RXFP1 agonist	D1 potentiator	Anesthetic bind
COc1cccc(CN(C)C(=O)C2CSC3(C)CCC(=O)N23)c1OC (configuration not stated)	4	-0.3	8	2	1	7	0.6%	/	/
COc1cc(S(=O)(=O)NC2CCCC2)ccc1F	-9	0.2	-1	2	28	0	2.7%	-7	-14%
CCN(CC)S(=O)(=O)c1ccc(C(=O)NNC(=O)c2cccs2)cc1	-42*	0.0	6	5	-8	2	3.1%	-1	-2%
COc1ccc(OC)c(C(c2nnnn2Cc2ccco2)N2CCN(C)CC2)c1 (configuration not stated)	5	0.4	2	-6	23	3	1.2%	2	-5%
COc1ccccc1N1CCN(S(=O)(=O)CCNC(=O)C(c2ccccc2)c2ccccc2)CC1	-9	-0.9	1	4	3	1	-2.7%	-1	-4%
COc1ccccc1-c1nc(-c2ccccc2)[nH]c(=O)c1C#N	-2	0.7	-2	6	-2	2	5.1%	-6	-2%
Cc1c2cnn(CC(=O)NCCc3ccccc3)c(=O)c2c(C)n1Cc1ccccc1	-5	-1.1	-4	1	-24	1	2.1%	-2	-4%
CCOc1ccc(S(=O)(=O)N2CCC(C(=O)NCc3ccccn3)CC2)cc1C	-11	-0.7	10	-4	13	1	0.4%	-4	-4%
O=C(NCc1ccccn1)c1ccc(Cl)c(S(=O)(=O)Nc2ccccc2C(=O)NCc2ccccn2)c1	9	0.2	6	11	23	2	1.1%	5	-7%
O=C(NCc1cccs1)C1CC(c2ccccc2O)=NO1 (configuration not stated)	6	-0.3	17	-2	6	6	1.9%	0	5%
Cc1ccccc1NC(=O)C1CCCN(S(=O)(=O)c2cnc[nH]2)C1 (configuration not stated)	8	0.3	5	1	/	0	0.1%	7	11%
Nc1nc(SCC(=O)Nc2ccc([N+](=O)[O-])cc2)[nH]c(=O)c1NC(=O)c1ccc(Br)o1	-2	0.0	-2	-6	-27	1	-1.1%	1	-7%
COc1cccc(-c2noc(C3CCCN(C(=O)c4ccc(F)cc4F)C3)n2)c1 (configuration not stated)	-10	-0.5	-1	19	3	-3	0.6%	-9	-15%
C/C(CC(=O)Nc1ccc(Cl)c(Cl)c1)=N\NC(=O)C(=O)N1CCCCC1	-9	0.1	-7	8	-8	2	-0.1%	-8	?
COC(=O)c1ccc(NC(=O)CN2C(=O)c3cccc4cccc2c34)cc1	1	-0.5	11	2	-3	0	3.7%	-4	69%[activator]
NC(=O)c1ccccc1N1CCCCC1	2	3.7	-1	8	2	1	0.6%	-2	-18%
CCOC(=O)CSc1nc2c(sc3ccccc32)c(=O)n1Cc1ccc(OC)cc1	-9	0.7	-3	2	/	6	-2.3%	0	-11%
CCN1C(=O)C2(SC(NC(C)=O)=NN2C(C)=O)c2cc(C)cc(C)c21 (configuration not stated)	-8	0.7	3	0	/	-2	0.6%	-12	-1%
O=C(N/N=C/c1ccccn1)c1c[nH]c2ccccc12	8	0.3	-2	-4	9	1	-0.6%	-3	-5%
Cc1cnn2c(C3CC3)ccnc12	-9	0.4	4	-2	-17	4	7.0%	-1	-15%
Cc1ccc2c(c1)c1c(n2CC(O)CNC2CCCC2)CCCC1 (configuration not stated)	9	0.6	4	-10	-82*	26	-0.5%	2	-13%
C=C1CCC[C@]2(C)C[C@H]3OC(=O)C(CN4CCOCC4)[C@H]3C[C@@H]12 (some centres not stated)	2	2.6	-4	-13	1	1	6.9%	-5	1%
COc1cc(CNC(C)c2ccccc2)cc(Br)c1OCc1ccc(F)cc1 (configuration not stated)	39	0.6	23	0	-12	6	0.6%	-2	4%
O=C(Nc1ccc2nc3n(c(=O)c2c1)CCCCC3)c1ccccc1Cl	-12	-1.1	-1	7	/	0	2.4%	1	-22%
Cc1c(CC(=O)NCC(C)C)c(=O)oc2cc3c(cc12)CCC(C)(C)O3	3	0.8	0	-3	-9	8	0.9%	-2	-3%
Cc1ccc(C(=O)C2=C(O)C(=O)N(c3ncccn3)C2c2ccc(Cl)cc2)o1 (configuration not stated)	4	0.5	2	19	-6	-3	26%	-2	5%
O=C(CSc1ccccn1)Nc1ccc(N2CCOCC2)cc1	3	0.6	0	4	-11	2	1.9%	-5	-7%
CCCCc1cc2c(c(NC(C)=O)n1)c(=O)oc1ccccc12	-2	0.3	3	8	/	0	8.5%	1	-12%
Cc1csc(SCC(=O)NCc2cccc(Cl)c2)n1	-1	0.7	-3	0	0	3	-1.6%	-1	-10%
O=C(Cn1nnc2ccccc2c1=O)Nc1cccc(S(=O)(=O)N2CCOCC2)c1	-12	0.6	18	20	4	2	17%	-11	-8%
Cc1nc(Nc2ccc3c(c2)OCCO3)c2c(C)c(C)sc2n1	1	-0.8	18	2	-12	4	0.4%	11	-10%
CCOc1ccccc1NC(=O)c1ccc2c(Cl)c3c(nc2c1)CCC3	-1	-0.6	1	4	/	3	17%	-1	-10%
Cc1ccc2nc(-c3ccncc3)[nH]c2c1	2	-0.2	1	/	-4	1	0.1%	3	0%
COc1cc(C)c(S(=O)(=O)N2CCOCC2)cc1C	-3	-0.9	-6	-2	3	-2	0.4%	-3	6%
CO/N=C/NC(=O)c1c(OC)ccnc1Oc1ccc(Cl)cc1	13	0.9	-6	1	-1	3	-2.1%	0	-6%
CCN(CC(=O)NCc1cccs1)C(=O)/C=C/c1cc(Br)ccc1OC(F)F	-11	-1.2	-15	-19	-7	0	-2.1%	-4	/
CCCC(=O)NC(=S)Nc1cccc(C(C)=O)c1	0	0.1	3	-5	-4	2	2.6%	-1	?
O=C(O)c1ccccc1OCCOc1ccccc1C(=O)O	-1	0.4	2	-3	1	2	0.1%	-3	1%
C=CCN1C(=O)c2oc3ccccc3c(=O)c2C1c1ccc(O)c(OC)c1 (configuration not stated)	49	-0.5	5	8	/	2	9.3%	-1	-4%
Cc1csc(NC(=O)CSc2nnc(-c3ccncc3)o2)n1	-6	0.3	4	8	-8	1	2.3%	0	-3%
Nc1ccccc1C(=O)N1CCc2ccccc21	0	-0.6	0	-6	4	0	4.2%	-1	-14%
Cc1c(C(=O)O)sc2nc(-c3cccs3)cc(C(F)(F)F)c12	-11	-0.7	1	-11	-18	2	3.8%	3	2%
COc1cc(COCC(O)CN2CCCCC2C)cc(OC)c1OC (configuration not stated)	8	1.1	-1	0	0	3	3.5%	1	24%
CCc1ccc(OCC(=O)N(Cc2ccccc2)C2CCS(=O)(=O)C2)cc1 (configuration not stated)	-1	-0.2	-13	-4	2	1	-0.1%	-3	-11%
C(=C\c1ccccc1)/C=N/Nc1nc2ccccc2[nH]1	2	-0.9	8	2	-12	5	-1.4%	2	-17%
CCNC(=S)NNC(=O)c1ccccc1Cl	-9	0.1	-2	9	7	4	0.9%	4	-10%
Cc1ccc(C(C(=O)NC(C)(C)C)N(CCCN2CCOCC2)C(=O)c2ccc(-c3ccccc3)[nH]2)o1 (configuration not stated)	-6	0.1	-2	6	-19	1	1.8%	-1	-7%
COc1ccc(N2C(=O)CC(Nc3cccc([N+](=O)[O-])c3)C2=O)cc1 (configuration not stated)	-33*	0.2	-6	3	1	6	3.2%	-2	-13%
COc1cccc(Nc2nc(-c3cccs3)nc3ccccc23)c1	-4	-0.1	-3	-7	-3	2	6.7%	-2	44%[activator]
Cc1cc(C)n(CC(O)COc2ccc(F)cc2)n1 (configuration not stated)	3	-0.1	15	-17	0	1	1.3%	2	-9%
O=C(CN1CCN(Cc2ccccc2Cl)C1=O)NCc1ccccc1Cl	-6	-0.9	2	/	/	0	0.6%	-1	-10%
Cc1c(C)c2ccc(OCC(=O)Nc3ccccc3C(N)=O)cc2oc1=O	0	-0.7	4	14	/	1	1.6%	-1	-2%
CC(=O)N/N=C/c1ccccc1OCCOc1cccc(C)c1	-9	-0.6	-12	10	0	2	-0.1%	0	-14%

2 compounds from above, showing only RXFP1 antagonist:
Molecule | RXFP1 antagonist
Nc1ccccc1C(=O)N1CCc2ccccc21 | 4
Cc1c(C(=O)O)sc2nc(-c3cccs3)cc(C(F)(F)F)c12 | -18

An excerpt, so the mix of outcomes need not match the whole.
